Compound activity deposited in PubChem BioAssay by several laboratories.
Rab7 wt modul: modulators of GTP binding to dog Rab7 wildtype GTPase; GST-Rab7 beads, fluorescent GTP binding, flow cytometry; actives lie on both sides; untreated = 100%, excess cold GTP = 0%; GTP binding activity (percent of control), % at 10 µM; actives 0.055% (n = 190,000); AID 758;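 active = fluorescent GTP binding to Rab7 beads changed by at least 20 points from the 100% baseline, either direction, mostly lower; inconclusive = compound itself probably fluorescent, or too few beads counted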;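 note: median green fluorescence of bound Bodipy-FL-GTP per Rab7 bead population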
Rac1 mut GTP: alters GTP binding to activated mutant human Rac1; P63000; GST-Rac1 activated beads, fluorescent GTP binding, flow cytometry; actives lie on both sides; 100% means binding = to untreated wells; percent activity (GTP binding), % at 10 µM; actives 0.11% (n = 190,000);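 active = GTP binding at least 20 percentage points away from the 100% baseline, in either direction, so actives lie on both sides; inconclusive = Compound likely fluorescent itself, or too few beads counted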
HRas wt GTP: human HRas wildtype GTP binding, change in either direction. P01112. GST-Ras wt beads, Bodipy-FL-GTP binding, flow cytometry; actives lie on both sides. GTP binding activity, % at 10 µM. actives 0.14% (n = 190,000). AID 759;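 active = GTP binding activity at least 20% away from the 100% baseline, either lowered as inhibitor or raised as activator; inconclusive = flagged as likely green fluorescent, judged across all proteins in the well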;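 note: 0% = unlabeled GTP competition control and 100% = no-compound control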
Target sequence (P01112 whole entry, looked up): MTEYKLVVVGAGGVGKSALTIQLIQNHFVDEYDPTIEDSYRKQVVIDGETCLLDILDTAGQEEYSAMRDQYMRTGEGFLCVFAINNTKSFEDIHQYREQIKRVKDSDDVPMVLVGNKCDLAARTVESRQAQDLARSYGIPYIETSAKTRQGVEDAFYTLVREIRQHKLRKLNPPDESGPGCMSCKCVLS
Mcl1 Bid PPI: Mcl-1/Bid interaction inhibition; inhibition, % at 21.7 µM; Q07820; actives 0.97% (n = 220,000); TR-FRET Mcl-1/Bid-Dy647 peptide binding, 1536-well; AID 1021;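 active = compounds that cut the binding signal by more than half at the single screening dose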;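 note: His-tagged Mcl-1 with europium anti-His antibody binding Bid BH3 peptide; 0% = Mcl-1 plus peptide wells and 100% = peptide-only wells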
Target sequence (Q07820 whole entry, looked up): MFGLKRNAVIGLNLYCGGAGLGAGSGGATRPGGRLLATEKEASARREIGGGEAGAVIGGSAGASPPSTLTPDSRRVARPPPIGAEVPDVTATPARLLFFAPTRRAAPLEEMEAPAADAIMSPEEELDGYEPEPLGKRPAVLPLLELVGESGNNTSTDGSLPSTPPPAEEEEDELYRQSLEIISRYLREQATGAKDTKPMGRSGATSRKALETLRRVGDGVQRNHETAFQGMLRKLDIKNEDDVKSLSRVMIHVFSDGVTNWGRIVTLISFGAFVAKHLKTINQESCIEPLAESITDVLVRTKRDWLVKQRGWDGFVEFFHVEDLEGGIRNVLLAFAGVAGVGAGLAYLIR
Avidin fluor: compound fluoresces at 488/530 nm on avidin beads; actives 0.38% (n = 220,000); compound fluorescence 488/530 nm, flow cytometry; active compounds read high; fluorescence (KMESF) at 10 µM; AID 1775; in the data active = fluorescence above about 47; note: inactives centre near 10
Mcl1 Noxa PPI: disrupts binding of human Mcl-1 to Noxa peptide; TR-FRET Mcl-1/Noxa peptide binding, 2 h; inhibition, % at 21.7 µM; actives 1.5% (n = 220,000); AID 1022;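 active = compounds that cut the protein-peptide binding signal by more than 50% relative to plate controls in a single-dose test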;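 note: His-tagged Mcl-1 with rhodamine Noxa BH3 peptide and terbium anti-His antibody; 0% = Mcl-1 plus Noxa peptide wells and 100% = peptide-only wells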
Rab2 wt GTP: changes GTP binding to wildtype dog Rab2A, up or down; P61105; GST-Rab2 wt beads, Bodipy-GTP binding, flow cytometry; GTP binding activity, % at 10 µM; actives 0.19% (n = 190,000);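 active = GTP binding activity at least 20 points away from 100%, either lowered or raised; inconclusive = signal likely due to the compound's own green fluorescence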;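 note: 0% = beads with excess unlabeled GTP and 100% = no-compound control corrected for plate trend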
Cdc42 wt: modulators (inhibitors or activators) of GTP binding to human Cdc42 wildtype; P60953; GST-Cdc42 beads, Bodipy-GTP binding, flow cytometry; actives lie on both sides; percent activity (GTP binding), % at 10 µM; actives 0.2% (n = 190,000);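 active = percent activity GTP binding at least 20 points away from the 100% baseline, either down as inhibitor or up as activator; inconclusive = compound flagged as likely green fluorescent from well-wide comparison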;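 note: median bead fluorescence of bound Bodipy-FL-GTP at 100 nM; 0% = excess unlabeled GTP control and 100% = no compound control; below 100% means less GTP binding so inhibitor and above means activator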
Target sequence (P60953 whole entry, looked up): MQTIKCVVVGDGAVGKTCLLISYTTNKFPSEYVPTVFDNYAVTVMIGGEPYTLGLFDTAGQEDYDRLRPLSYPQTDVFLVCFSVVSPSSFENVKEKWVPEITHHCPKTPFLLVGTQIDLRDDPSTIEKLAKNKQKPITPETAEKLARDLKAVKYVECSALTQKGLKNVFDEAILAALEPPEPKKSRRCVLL
Rac1 wt GTP bind: modulators of human Rac1 wildtype GTP binding; AID 757; actives 0.27% (n = 190,000); GST-Rac1 beads, fluorescent GTP binding, flow cytometry; actives lie on both sides; 0 = cold GTP competed, 100 = untreated; P63000; GTP binding activity (% of control), % at 10 µM;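 active = GTP binding activity at least 20 points away from the 100% control level, either lower or higher; inconclusive = compound flagged as likely green fluorescent, judged across all proteins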
Pf gamet viab: kills late stage P. falciparum gametocytes. P. falciparum stage V gametocytes, ATP luminescence, 24 h. inhibition, % at 10.9 µM. actives 0.065% (n = 150,000). AID 743093;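 active = inhibition above the mean plus 3 SD of compounds within the control limits, set per campaign, cut at about 38% in these data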;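 note: 0% = DMSO wells and 100% = medium only without gametocytes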
Mcl-1 Bim block: disrupts Bim peptide binding to human Mcl-1; Q07820; Bead-based flow cytometry, Bim peptide-Mcl-1 binding; inhibition, % at 10 µM; actives 0.1% (n = 190,000); in the data active = inhibition above about 40%;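 note: 0% = no compound tracer wells and 100% = peptide blocker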
Numbers without * were called inactive; ? = inconclusive; / = no result given.

SMILES	Rab7 wt modul	Rac1 mut GTP	HRas wt GTP	Mcl1 Bid PPI	Avidin fluor	Mcl1 Noxa PPI	Rab2 wt GTP	Cdc42 wt	Rac1 wt GTP bind	Pf gamet viab	Mcl-1 Bim block
CC1CC(C)(C)NC(=S)N1CCCC(=O)NCc1ccccc1 (centres undefined)	98	97	97	-44	8	10	97	99	98	15	0
O=S(=O)(NC1c2cccc3cccc(c23)C1N1CCNCC1)c1ccc(Cl)cc1 (centres undefined)	97	97	95	8	12	4	98	97	100	20	0
Nc1nc(SCc2ccccc2Cl)[nH]c(=O)c1-c1ccccc1	99	101	103	-10	21	-2	100	102	107	/	-3
CN(C)S(=O)(=O)c1ccc(NC(=O)C2COc3ccccc3O2)cc1 (centres undefined)	105	97	99	8	26	-9	98	100	103	/	-7
Cc1ccc(NC(=O)CC2=NC(=O)C(CC(=O)Nc3ccccc3F)S2)cc1 (centres undefined)	96	97	99	-11	10	-6	98	100	102	6	2
O=C(c1cccc(N2C(=O)C3C4C=CC(C4)C3C2=O)c1)N1CCCCCC1 (centres undefined)	107	101	106	-15	9	8	107	105	111	2	-2
COc1ccc(OCCNC(=S)Nc2cccc3ccccc23)cc1	98	95	96	-6	5	15	98	96	95	-7	-5
CCOC(=O)c1cc2c(=O)n3ccccc3nc2n(CCOC)c1=NC(=O)C(C)(C)C	100	100	101	7	21	1	101	104	106	2	-3
C#CC[N+](C)(C)CCN1C(=O)C2C(c3ccccc3)C=CC(c3ccccc3)C2C1=O (centres undefined)	93	97	96	2	11	3	98	99	96	-4	0
CN(c1ccccc1)C(c1ccc(F)cc1)c1nnnn1C1CCCC1 (centres undefined)	102	100	104	-7	13	11	102	103	101	-5	-6
Oc1ccc(-c2nc3ccccn3c2NCc2ccc3c(c2)OCO3)cc1	98	97	98	-94	17	15	98	101	97	9	2
Cc1ccc(C=Nc2ccccc2C#N)s1	99	100	104	-8	3	33	102	105	107	/	-2
Nc1cc(C(=O)O)ccc1Nc1ccccc1	95	95	97	-29	38	3	94	97	94	15	0
CNC(=O)NC(=O)C(OC(=O)c1cccc(S(=O)(=O)N2CCCCC2)c1)c1ccccc1 (centres undefined)	98	98	98	-15	9	13	97	98	100	9	-6
COc1ccc(-c2oc(/N=C/N3CCOCC3)c(C#N)c2-c2ccc(OC)cc2)cc1	88	86	89	-35	27	-2	88	85	88	/	-1
Nc1nc(SCC(=O)NN(c2ccccc2)c2ccccc2)n[nH]1	101	99	97	-39	3	-5	98	95	103	7	-1
CC(C)CC(C(=O)NC1CCCCC1)N(Cc1cccs1)C(=O)c1snc(C(N)=O)c1N (centres undefined)	94	97	96	6	24	1	97	97	95	-3	3
COc1ccc(C)cc1NC(=O)CSc1nnc(-c2ccc(Br)cc2)o1	97	98	100	-12	13	-1	98	99	100	-34	2
CS(=O)(=O)N(CC(O)Cn1c2ccccc2c2ccccc21)c1cccc2ccccc12 (centres undefined)	101	100	98	-14	15	8	97	101	103	/	-5
C=CCn1c(SCC(=O)c2[nH]c(C)c(C(C)=O)c2C)nnc1-c1ccncc1	100	98	98	5	8	8	101	100	102	-8	-1
COC(=O)c1ccc(C)c(NC(=O)CN(c2cc(OC)ccc2OC)S(C)(=O)=O)c1	101	100	99	-42	5	-9	101	101	103	/	1
COc1cccc(Nc2ncccc2C(=O)Nc2ccccc2)c1	102	98	101	-8	14	15	103	104	104	/	0
O=[N+]([O-])c1cc(/C=N/n2c(-c3ccncc3)n[nH]c2=S)ccc1Cl	94	90	92	-50	9	65*	91	92	96	14	4
Cc1cccc(N2CCN(S(C)(=O)=O)CC2)c1C	98	95	99	2	14	-2	98	98	98	/	-4
Cc1ccc(/C=N/n2cnc3sc(C)c(C)c3c2=O)o1	96	93	97	-28	8	4	94	94	98	-14	0
CCOc1ccc(N2CC(C(=O)Nc3cccc(C)c3C)CC2=O)cc1 (centres undefined)	100	97	100	-9	36	3	97	98	101	/	-2
Cc1cc(C)c(S(=O)(=O)N2CCC(C(=O)NCc3ccco3)CC2)c(C)c1	90	90	90	-13	33	-4	88	88	90	4	-1
CCNC(=S)N1CCC(C(=O)c2ccc3c(c2)OCCO3)CC1	107	97	101	-39	9	-7	100	97	101	9	4
O=C(O)c1ccc(F)c(S(=O)(=O)Nc2ccccc2)c1	100	99	97	10	7	10	101	96	100	19	-3
O=C(NNC(=S)Nc1ccccc1Cl)C1CC1	99	99	100	-13	11	16	101	101	102	10	-5
O=C(CC(=O)c1ccccc1O)c1ccc(F)cc1	97	98	98	-57	12	-48	98	98	102	/	-2
CC(=O)N1c2ccc(S(=O)(=O)CCC(=O)O)cc2CC1C (centres undefined)	99	100	101	23	6	-3	101	101	101	/	0
CCOc1c(OC)cc(C2C(C#N)=C(N)Oc3n[nH]c(-c4ccncc4)c32)cc1OC (centres undefined)	100	96	101	-78	14	6	98	100	101	/	1
O=C(COC(=O)/C=C/c1ccccc1)Nc1ccccc1Br	94	94	92	-1	9	-5	92	96	96	5	0
COC(=O)c1ccc(Sc2ccc(Cl)cc2)c(N)c1	97	96	99	-20	22	-9	98	97	104	20	-6
CCOc1ccc(NC(=O)CSc2nc3[nH]ncc3c(=O)n2-c2ccccc2OC)cc1	102	100	104	-20	10	9	102	103	104	/	-3
CC1CN(C(=O)C2CCCC2)C(C)CN1C(=O)C1CCCC1 (centres undefined)	101	102	105	-9	14	10	104	100	102	-11	-3
CC(=O)N1CCN(CC(=O)Nc2sccc2C#N)CC1	?	?	?	-14	6	1	?	?	?	-3	0
CCC12CN3CC(CC)(CN(C1)C31C(=O)N(C)c3ccc(C)cc31)C2=O (centres undefined)	102	98	104	-5	22	15	101	102	103	-4	-4
COc1cc(/C=C2\SC(=S)N(N3CCOCC3)C2=O)cc(OC)c1OC	99	99	100	-20	14	-21	101	100	101	/	-2
COc1ccc(C(=O)c2ccc(OC)c(OC)c2)cc1OC	101	96	102	-23	8	-19	103	102	101	/	-2
CC(C)NC(=O)NC(=O)COC(=O)C1(C)CC1(Cl)Cl (centres undefined)	104	95	99	-20	13	10	96	97	99	-33	-2
COc1ccc(/C=N/n2cnn(Cc3ccccc3Cl)c2=S)cc1	94	95	97	-9	0	-1	100	96	98	-123	-2
Cc1ccc(C(=O)CSc2nnc(C)s2)cc1	99	100	99	2	7	6	98	101	104	-1	-5
COc1cccc(OCc2nnc(SCC(=O)NCc3ccco3)n2CCc2ccccc2)c1	99	100	102	11	8	44	99	102	111	14	-3
CCc1c(C)nc2ncnn2c1N1CCC(C(=O)NCc2cccs2)CC1	97	97	96	4	/	-5	99	98	99	-6	4
CC(C)(C)NC(=O)CSc1nc(-c2ccccc2)c(-c2ccccc2)[nH]1	104	99	101	-12	13	-5	101	100	102	11	4
CNC(=O)C1C2C=CC3(O2)C1C(=O)N(C1CC1)C3C(=O)NCc1ccc(OC)cc1 (centres undefined)	102	100	101	-22	6	14	102	102	103	/	-1
Cc1c(C(=O)N2CCCCC2)sc(NC(=O)C(C)C)c1C#N	?	?	?	-2	9	-7	?	?	?	6	-1
COC(=O)CSC1=C(C#N)C(c2ccccc2OC)C(C(=O)OC)C(=O)N1 (centres undefined)	?	?	?	-5	28	6	?	?	?	/	0
COc1ccc(C(CC(=O)NCc2ccccc2)Sc2n[nH]c(-c3ccccc3)n2)cc1 (centres undefined)	98	98	95	-1	13	1	95	99	98	-5	-6
O=C(NCc1ccccc1)Nc1cccn(Cc2ccc(F)cc2)c1=O	103	100	102	-56	5	12	101	99	108	/	-1
COc1ccc(CCNC(=O)C2CCCN(S(C)(=O)=O)C2)cc1OC (centres undefined)	102	97	101	0	10	6	103	103	108	/	-1
COc1ccc(C=NCC2COc3ccccc3O2)cc1OC (centres undefined)	96	97	100	-10	11	17	97	95	101	/	-1
c1ccc(C[n+]2c(-c3ccccc3)csc2Nc2ccccc2)cc1	102	99	100	-41	18	6	99	101	104	1	-2
CC(=O)O/N=C(/C)c1ncc(C(F)(F)F)cc1N1CCOCC1	103	102	104	-7	10	3	106	103	108	/	-2
O=C(CN1CCC(Cc2ccccc2)CC1)NC(=O)NCc1ccco1	98	96	99	5	7	17	96	97	97	7	1
CCCCN(CCCC)C(=S)N/N=C/c1c(C)[nH]n(-c2ccccc2)c1=O	95	90	94	-83	13	/	92	94	91	/	-4
COCCCn1c(SCC(=O)OC2CCCCC2)nnc1-c1cccs1	99	101	99	0	5	-1	100	103	105	8	-3
O=C(NCc1cccc(Cl)c1)C1CCCO1 (centres undefined)	102	96	97	-16	8	-4	97	94	95	-4	0
(next part)
SMILES	Rab7 wt modul	Rac1 mut GTP	HRas wt GTP	Mcl1 Bid PPI	Avidin fluor	Mcl1 Noxa PPI	Rab2 wt GTP	Cdc42 wt	Rac1 wt GTP bind	Pf gamet viab	Mcl-1 Bim block
Cn1cc(SCC(=O)Nc2ccc3c(c2)OCO3)c2ccccc21	100	98	100	-46	6	-3	99	103	106	/	1
CCCC1=Nc2cc(C(=O)NCCCOC(C)C)ccc2Sc2ccccc21	91	91	94	-5	31	-8	93	94	94	10	-5
Fc1ccc(CSc2nnc(CN3CCOCC3)n2-c2ccccc2)c(Cl)c1	98	99	99	-7	17	-10	100	101	103	/	-5
Cc1ccc(NC(=S)N(CCCN2CCN(C)CC2)Cc2cccs2)cc1	95	96	96	-48	21	7	95	97	96	/	-3
Cc1cccc(C)c1N1C(=O)CC(N(O)c2ccccc2)C1=O (centres undefined)	99	97	102	-36	19	21	100	100	98	/	-1
Cc1ccc(C)c(NC(=S)NNC(=O)c2ccc(Br)o2)c1	101	95	100	-152	32	-78	99	100	99	/	-4
COc1ccccc1N1CCN(/N=C\c2ccc(C)o2)CC1	97	101	99	-122	10	-7	99	100	100	/	0
COc1cccc(C(=O)NNC(=O)c2ccccc2-n2cccc2)c1	107	99	101	-22	8	-4	100	101	100	15	2
COc1ccccc1NC(=O)CN(C)S(=O)(=O)c1ccc2c(c1)CCC(=O)N2	102	104	105	-8	12	-1	102	102	108	/	-1
C/C(CCc1ccccc1)=N/NC(=O)C(=O)NCc1ccccc1	90	93	94	-14	8	9	96	97	93	2	1
CCCCOCCCNC(=O)CC(C)c1ccccc1 (centres undefined)	101	100	99	1	13	-2	99	101	107	/	0
CN(Cc1ccccc1)S(=O)(=O)c1ccc2c(c1)NC(=O)CC(=O)N2	97	103	102	-9	3	3	102	103	108	/	-1
